# Screening results as filed in PubChem.
# Lipid storage S3 – qHTS Assay for Lipid Storage Modulators in Drosophila S3 Cells. Drosophila S3 cells, BODIPY lipid droplet fluorescence, 18-24 h; cells fed with added oleic acid. hit rate 0.64% among 320,000. lipid storage change, negative = inhibition, % at the top dose, mostly 46.1 µM; hits show Potency in µM; active = well fitted inhibition curve with a large enough effect in the signal ratio, with a control signal flat, not every such curve was filed as active; inconclusive = small, poorly fitted or top-dose-only effect, or effect the other way, or a change in a side signal; the % refers to the signal ratio
#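 Drosophila S3 cells loaded with oleic acid (400 uM, as added) and compounds at several concentrations; lipid droplets imaged by 488-nm laser-scanning cytometry, 500–530 nm intensity and object ratio to cell channel. Percent activity normalized to 20 uM Triacsin C.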
# Lipid storage S3 cell count max – further read-out of Lipid storage S3, marked with its call; cell number change, %; measured here: cell count max response;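 cells counted by Cell Tracker Red CMTPX staining in the red channel; peak over a dose series mostly up to 46.1 µM; percent activity relative to internal control wells on each plate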
# The depositor's hits bear a star; i = inactive; ? = inconclusive; . = no result given; [ ] = another dose, or the depositor's remark. % is set by controls: 0 for no effect and ±100 for the full control effect; potency is the fitted concentration of half-maximal effect. A portion of the library; the hit share may differ from the screen's.
nr	SMILES	Lipid storage S3	Lipid storage S3 cell count max
1	CCOC(=O)c1ccccc1NC(=O)COC(=O)CCC(=O)N1CCOCC1	?	.
2	Cc1ccc(N(C)S(=O)(=O)c2cccc(C(=O)N(C)Cc3cnn(-c4ccccc4)c3)c2)cc1	?	.
3	COc1ccc(CN2CC(=O)N(c3ccc(Cl)cc3)C2=S)cc1OC	?	.
4	Cc1cc(SCC(=O)N/N=C/c2ccccc2C(=O)O)c(C)cc1Br	?	.
5	CCN1CCN(C(CNS(=O)(=O)c2ccc(Br)cc2)c2cccnc2)CC1 (stereo not drawn)	8%	-10
6	OCCC1CN(Cc2ccccc2-c2ccco2)CCN1C1CCCC1 (stereo not drawn)	1%	17
7	Cc1ccc(C(=O)Nc2ccc(C(=O)N/N=C/c3cccnc3)cc2)cc1	i	17
8	O=C(Cn1cc([N+](=O)[O-])cn1)N1CCN(Cc2ccc3c(c2)OCO3)CC1	?	.
9	Cn1c(Cn2cnc([N+](=O)[O-])n2)nnc1SCC(=O)Nc1cccc(Cl)c1	0%	-2
10	C=CCSc1nc2c(c(=O)[nH]c(=O)n2C)n1CC	?	.
11	Cc1c(NC(=O)c2ccc3c(c2)OCO3)cccc1-c1nc2ccccc2o1	?	.
12	Cc1cccc(NC(=O)c2nnn(-c3cccc(C(F)(F)F)c3)c2N)c1	-5%	-21
13	CNS(=O)(=O)c1cccc2nsnc12	-2%	4
14	CCCNC(=O)CS(=O)Cc1nc(-c2cccc(OC)c2)oc1C (stereo not drawn)	25%[9.22 µM]	.
15	COc1cc(-n2c(C)nc3cc(C(=O)N4CCOCC4)ccc32)cc(OC)c1OC	14%	15
16	COc1ccc(Cl)cc1NC(=O)CN(C)C(=O)c1cc2c(s1)CCCC2	?	.
17	CCN(CC(=O)Nc1c(F)cccc1F)C(=O)CN1c2cccc3cccc(c23)S1(=O)=O	?	.
18	Cn1c(CO)cnc1S(=O)(=O)Cc1c(Cl)cccc1Cl	7%	13
19	COc1ccc(Cl)cc1NC(=O)C/C(C)=N/NC(=O)COc1ccc(C)cc1	?	.
20	CC1CCc2cc(F)ccc2N1C(=O)c1ccc2c(c1)OCO2 (stereo not drawn)	i	-26
21	CC(C)NC(=O)N(O)C1N(C(C)C)C(=O)N(Cc2ccc3c(c2)OCO3)C1(C)C (stereo not drawn)	4%	8
22	O=C(COC(=O)c1ccccc1SCC(=O)N1CCCC1)NC1CCCCC1	21%	-16
23	Cc1nc(NS(=O)(=O)c2cccs2)c2c3c(sc2n1)CCC3	?	.
24	COc1ccccc1-n1cnnc1SCC(=O)Nc1cccc(S(N)(=O)=O)c1	?	.
25	CCn1cc(C(=O)NCc2cccc(F)c2)c(=O)c2cc(F)c(N3CCN(C(=O)c4ccco4)CC3)cc21	?	.
26	COc1ccccc1NC(=S)N1CCN(c2ncccn2)CC1	?	.
27	NC(=O)C1(N2CCCCC2)CCN(C(=O)c2ccc(C#CC3(O)CCCCC3)cc2)CC1	i	.
28	Cc1ccc(CSc2nnnn2C)cc1	?	.
29	COc1ccc(OC)c(NC(=O)C2CC(C)=C(C)CC2C(=O)O)c1 (stereo not drawn)	?	.
30	Cc1ccc(OCc2cc(C(=O)N(C)CCc3ccccn3)no2)cc1C	?	.

# More records.
nr	SMILES	Lipid storage S3	Lipid storage S3 cell count max
31	COc1ccc(CC2(C)OC(c3ccccc3)=NN2C(C)=O)cc1 (stereo not drawn)	?	.
32	C=CCn1c(SCC(=O)Nc2nc(C)cs2)nnc1C(NC(=O)c1ccccc1)C(C)C (stereo not drawn)	?	.
33	Cc1ccc(CNC(=O)CS(=O)(=O)c2cn(CC(=O)N3CCOCC3)c3ccccc23)cc1	-17%	-22
34	O=C(COC(=O)c1c(Cl)cccc1Cl)Nc1ccccc1Br	16%	-2
35	CCC(OCC(O)CN1CCCCC1)c1ccccc1 (stereo not drawn)	?	.
36	COc1ccc(CN2C(=NC(=O)c3ccccc3)SC3CS(=O)(=O)CC32)cc1OC (stereo not drawn)	?	.
37	O=C(N/N=C/c1cccn1-c1ccc([N+](=O)[O-])cc1)c1cccnc1	3%	16
38	Cc1onc(-c2ccccc2Cl)c1C(=O)Nc1cnn(Cc2ccccc2)c1	i	.
39	CC(Sc1ccccc1)C(=O)N1CCN(S(=O)(=O)c2ccc(Cl)cc2)CC1 (stereo not drawn)	?	.
40	Cc1ccc(S(=O)(=O)N/N=C\c2ccc3c(c2)OCO3)c(C)c1	?	.
41	COc1cccc(C(=O)NNC(=O)c2ccc(NS(=O)(=O)c3cccs3)cc2)c1OC	24%	9
42	COc1cc(/C=N\NC(=O)c2c(C)nc3cc(C)ccn23)ccc1O	-1%	-13
43	NC(=O)CN1CCOCCN(CC(N)=O)CCOCC1	?	.
44	NS(=O)(=O)c1ccc(NC(=O)CSc2ccccn2)cc1	?	.
45	COc1ccc(NC(=S)N2CCC(C(=O)c3ccc(C)cc3)CC2)c(OC)c1	?	.
46	COc1ccc(/C=N/OCC(=O)N2CC3(C)CC2CC(C)(C)C3)cc1OC (stereo not drawn)	?	.
47	O=C(O)c1cccc(S(=O)(=O)Nc2ccccc2Cc2ccccc2)c1	?	.
48	CCOc1ccc(C2C(=O)N(C3CCCCC3)CC(=O)N2CC2CCCO2)cc1OC (stereo not drawn)	?	.
49	Cc1ccc(C(C)n2cc(C(=O)NCCN3CCN(C)CC3)nn2)cc1 (stereo not drawn)	?	.
50	CCN(CC)CCNC(=O)c1ccc(NC(=O)c2ccc(Cl)c(S(=O)(=O)N3CCCCCC3)c2)cc1	-18%	-21
51	CCC1=NN(C(=O)c2ccccc2Br)C(O)(c2ccc(Br)cc2)C1 (stereo not drawn)	-7%	12
52	CCOC(=O)c1cnc(SCC(=O)c2ccc3c(c2)OCCO3)nc1N	?	.
53	CC12CCC(=O)N1C(C(=O)NCCc1ccc(S(N)(=O)=O)cc1)CS2 (stereo not drawn)	?	.
54	COC(=O)c1c(-c2ccc(C)cc2)csc1N	24%	-15
55	O=C(COC(=O)c1ccco1)NCCNC(=O)COC(=O)c1ccco1	-4%	-12
56	N#Cc1cccc(NC(=O)c2nc(-c3ccccc3)n(-c3ccccc3)n2)c1	?	.
57	O=C(Cc1csc(Nc2nc(=S)[nH]c3ccccc23)n1)NCCCN1CCN(c2ccccc2F)CC1	i	.
58	CC(OC(=O)c1ccc(-n2cnnn2)cc1)C(=O)Nc1ccccc1F (stereo not drawn)	?	.
59	Cc1cc(C(=O)Nc2ccccc2C(=O)O)ccc1NC(=O)COc1ccccc1Cl	?	.
60	CC(/C=N/n1c(COc2ccccc2)n[nH]c1=S)=C\c1ccco1	?	.

# Carrying on.
nr	SMILES	Lipid storage S3	Lipid storage S3 cell count max
61	O=C(Cc1ncc(C(F)(F)F)cc1Cl)NC1CC1	?	.
62	O=[N+]([O-])c1ccc(C(=S)N2CCN(Cc3ccccc3)CC2)cc1	22%	.
63	CCOC(=O)C1CCN(C(=O)Cn2cc(C(=O)OC)c3ccccc32)CC1	13%	8
64	COCc1ccc(C(=O)NC2CCCc3c2cnn3-c2cc(C)cc(C)c2)s1 (stereo not drawn)	?	.
65	CN(C)CCCNC(=O)/C=C/c1ccc(OCc2c(F)cccc2Cl)cc1	?	.
66	COc1cccc(/C=C/C(=O)Nc2ccccc2N2CCOCC2)c1	-14%	-2
67	CCN1/C(=C/c2ccc3cc(C)ccc3[n+]2CC)Sc2ccccc21	?	.
68	COC(=O)CSc1nnc(CSc2nc(C)cc(C)n2)o1	9%	0
69	CC(NS(=O)(=O)c1ccc(OCC(=O)Nc2cccc([N+](=O)[O-])c2)cc1)c1ccccc1 (stereo not drawn)	?	.
70	Cc1ccc2[nH]c3c(c2c1)CCCC3NCCO (stereo not drawn)	?	.
71	CN1C(=O)Cc2cc(S(=O)(=O)NCc3cccs3)ccc21	i	7
72	Cc1cc(C)c(S(=O)(=O)n2ccc3ccccc32)c(C)c1	?	.
73	O=C(COC(=O)/C=C/c1ccc(Cl)cc1)NC1CCCCCC1	?	.
74	O=C(COC(=O)c1ccc(Cl)nc1)Nc1ccc2c(c1)OCO2	?	.
75	O=c1[nH]c(C2CCCN(S(=O)(=O)c3ccc(F)cc3)C2)nc2c1nnn2Cc1ccccc1 (stereo not drawn)	?	.
76	COc1ccccc1C(=O)Nc1ccc(OCC(=O)N2CCCCC2C)cc1 (stereo not drawn)	?	.
77	NS(=O)(=O)c1ccc(CCNC2CC(=O)N(Cc3ccccc3)C2=O)cc1 (stereo not drawn)	?	.
78	O=C(NCC1CCCO1)C1CC(c2ccccc2Cl)=NO1 (stereo not drawn)	?	.
79	COc1ccc(NC(=O)c2ccc(S(=O)(=O)N(C)C)cc2)cc1	19%	0
80	COc1ccc2sc(-c3ccc(N(C)C)cc3)c(-c3cnc(OC)nc3)c2c1	?	.
81	O=[N+]([O-])c1ccccc1CNCCCCO	?	.
82	CC(CC(=O)Nc1ccc2c(c1)OCCO2)c1ccccc1 (stereo not drawn)	?	.
83	CCCCOc1ccccc1P(=O)(O)CP(=O)(c1ccccc1)c1ccccc1	-9%	13
84	Cc1nn(C)c(C)c1CN(C)C(=O)c1cnn2c1NC(c1ccccc1)CC2C(F)(F)F (stereo not drawn)	?	.
85	COC(=O)Nc1ccc(NC(C)=O)cc1	?	.
86	CCOC(=O)N1CCN(C(=O)C2CCN(S(=O)(=O)c3cc(Cl)ccc3Cl)CC2)CC1	9%	-24
87	On1c(-c2ccco2)nc2c1CCc1nonc1-2	?	.
88	COc1ccc(-n2nc(C(=O)Nc3ccc4c(c3)OCO4)c3ccccc3c2=O)cc1	?	.
89	O=c1cc(-c2ccc(O)cc2)oc2cc(O)c(C3OC(CO)C(O)C(O)C3O)c(O)c12 (stereo not drawn)	-6%	-16
90	CCCNC(=O)Nc1cc(C)on1	13%	2

# Shown with two lines to a compound: seven of the compounds above.
# Values run as follows: Lipid storage S3	Lipid storage S3 cell count max
(66) COc1cccc(/C=C/C(=O)Nc2ccccc2N2CCOCC2)c1
 : -14%	-2
(65) CN(C)CCCNC(=O)/C=C/c1ccc(OCc2c(F)cccc2Cl)cc1
 : ?	.
(70) Cc1ccc2[nH]c3c(c2c1)CCCC3NCCO (stereo not drawn)
 : ?	.
(84) Cc1nn(C)c(C)c1CN(C)C(=O)c1cnn2c1NC(c1ccccc1)CC2C(F)(F)F (stereo not drawn)
 : ?	.
(90) CCCNC(=O)Nc1cc(C)on1
 : 13%	2
(64) COCc1ccc(C(=O)NC2CCCc3c2cnn3-c2cc(C)cc(C)c2)s1 (stereo not drawn)
 : ?	.
(77) NS(=O)(=O)c1ccc(CCNC2CC(=O)N(Cc3ccccc3)C2=O)cc1 (stereo not drawn)
 : ?	.

# Further structures
nr	SMILES	Lipid storage S3	Lipid storage S3 cell count max
91	CCN(CC)S(=O)(=O)c1ccc(Cl)c(NC(=O)CSc2nnc(-c3cccs3)o2)c1	16%	15
92	CC(CNC(=S)Nc1cc(F)cc(F)c1)CSc1ccc(Cl)cc1 (stereo not drawn)	20%[9.22 µM]	-2
93	CS(=O)(=O)N(CC(=O)N1CCCC1)Cc1ccc(Cl)c(Cl)c1	i	.
94	CCOC(=O)C1=C(COC(=O)c2ccco2)NC(=O)NC1CC (stereo not drawn)	?	.
95	COC(=O)c1ccc(N2CCOCC2)c(F)c1	?	.
96	O=C(N/N=C/c1c(F)cccc1Cl)C1CC1	?	.
97	CC1=CC(C)(C)N(S(=O)(=O)c2ccc(F)cc2)c2ccccc21	?	.
98	COc1cccc(OC)c1C(=O)Nc1ccc(N2CCN(S(C)(=O)=O)CC2)cc1	15%	-6
99	O=C(CSc1ccccc1)Nc1ccc2c(c1)OCO2	?	.
100	CC1(C)CC2(CC(c3ccccc3)Oc3cc(O)ccc32)NC(=O)N1 (stereo not drawn)	19%	-6
101	O=C(CCN1CCOCC1)N/N=C/c1cc([N+](=O)[O-])ccc1OC(F)F	?	.
102	CC(C)CCn1nnnc1CN1CCN(C(=O)c2ccco2)CC1	-5%	6
103	CC(C)(C)c1ccc(/C=N/Nc2cccc(C(=O)O)c2)cc1	9%	17
104	CCC(=O)Nc1cccc(C(=O)Nc2nccs2)c1	16%	.
105	O=[N+]([O-])C(=C1Nc2ccccc2N1)/C(Cl)=C(/Cl)Br	?	.
106	CCCN(CCC)CCCNC(=O)Cn1cnc2sc(C)c(S(=O)(=O)N3CCCCC3)c2c1=O	?	.
107	Cc1ccc(CN2CCNC(=O)C2CC(=O)N2CCN(c3ncccn3)CC2)o1 (stereo not drawn)	-1%	1
108	COc1ccc(C(CC(=O)Nc2ncccc2C)N2Cc3ccccc3C2=O)cc1 (stereo not drawn)	-25%	.
109	Cc1cc(S(=O)(=O)Nc2cccc(Cl)c2)c(C)s1	?	.
110	CN(C)S(=O)(=O)c1cccc(NC(=O)COC(=O)/C=C/c2ccc([N+](=O)[O-])cc2)c1	?	.
111	Nc1ncc(Br)cc1S(=O)(=O)NCCc1ccccc1	?	.
112	CNC(=S)N1CCC(c2nc3ccccc3s2)CC1	?	.
113	CN1CCN(c2nc3c(c(=O)n(C)c(=O)n3C)n2CCSc2nnnn2-c2ccccc2)CC1	10%	6
114	CCN(CC)C(=O)N1CCC(NC(=O)c2ccccc2)CC1	?	.
115	Cc1cc(C)cc(N(CC(=O)NCc2ccco2)S(=O)(=O)c2c(C)noc2C)c1	-5%[9.22 µM]	1
116	CC12CC(c3ccccc3O1)C(/C(N)=N/NC(=O)c1ccc(F)cc1)C(=O)N2 (stereo not drawn)	-1%	-13
117	COc1ccc(Br)cc1C(=O)Nc1cccc(C)c1C	25%	33

# In a second layout: 2 of the compounds above
115: Cc1cc(C)cc(N(CC(=O)NCc2ccco2)S(=O)(=O)c2c(C)noc2C)c1
  Lipid storage S3: -5%[9.22 µM]	Lipid storage S3 cell count max: 1

91: CCN(CC)S(=O)(=O)c1ccc(Cl)c(NC(=O)CSc2nnc(-c3cccs3)o2)c1
  Lipid storage S3: 16%	Lipid storage S3 cell count max: 15
